MBNL1 CUG block = inhibitors of human MBNL1 binding to CUG repeat RNA. Q9NR56. TR-FRET MBNL1-His/biotin-(CUG)12 binding, 665/545 ratio. Potency, µM (titrated, usually from 57.5 µM), for the others: top-dose activity change, negative = inhibition, hits mostly inhibitors. 280,000 tested, 0.036% active. AID 2675; active = well fitted inhibition curve with a large enough effect in the signal ratio, with a control signal flat, not every such curve was filed as active; inconclusive = small, poorly fitted or top-dose-only effect, or effect the other way, or a change in a side signal; inactive = no such curve, though single readings can be large or run the other way; the % refers to the signal ratio; note: potency is the fitted concentration of half-maximal effect; % is set by controls: 0 for no effect and ±100 for the full control effect
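TR-FRET readout: Ex 340 nm, 665/545 nm emission ratio, normalized to buffer-only (basal) and MBNL1-(CUG)12 controls. Complex of MBNL1-His with Biotin-(CUG)12, compounds 92 nM–58 uM, incubated 60 min at room temperature.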
TSG101-PTAP inh = blocks PTAP/TSG101 interaction to inhibit HIV-1 budding; Potency, µM (highest dose often 115 µM), inactives show at the highest dose activity change, negative = inhibition, hits mostly inhibitors; AID 493005; Fluorescence polarization, FITC-PTAP peptide / Tsg101 binding; 340,000 tested, under 10 active; Q99816; active = well fitted inhibition curve with a large enough effect in the main read-out, with a control signal flat, not every such curve was filed as active; inconclusive = small, poorly fitted or top-dose-only effect, or effect the other way, or a change in a side signal; inactive = no such curve, though single readings can be large or run the other way; note: potency is the fitted concentration of half-maximal effect; % of control where 0% means no effect
Target sequence (Q99816 whole entry, looked up): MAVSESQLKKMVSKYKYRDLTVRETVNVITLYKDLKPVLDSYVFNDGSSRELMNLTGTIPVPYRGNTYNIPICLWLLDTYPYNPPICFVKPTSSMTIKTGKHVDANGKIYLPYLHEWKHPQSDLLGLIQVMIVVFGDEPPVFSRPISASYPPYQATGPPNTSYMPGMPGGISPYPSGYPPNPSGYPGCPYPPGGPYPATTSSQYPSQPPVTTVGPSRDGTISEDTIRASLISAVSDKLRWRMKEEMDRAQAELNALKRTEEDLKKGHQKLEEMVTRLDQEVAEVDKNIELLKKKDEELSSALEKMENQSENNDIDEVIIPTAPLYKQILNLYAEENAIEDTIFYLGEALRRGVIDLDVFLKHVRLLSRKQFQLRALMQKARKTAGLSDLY
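Fluorescence polarization binding of Tsg101 binding domain (10 uM final) to FITC-labeled PTAP peptide (50 nM final) in HEPES pH 7.5 buffer with NaCl, Tween 20, EDTA, TCEP. Compounds added before peptide; binding 20 min at RT.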
Menin MLL FP TR = displaces Texas Red mutant MLL peptide from human menin; O00255; Menin + Texas Red MLL mutant peptide, fluorescence polarization; Potency, µM (doses to about 61.6 µM), for inactives: at the top dose FP activity change, negative = inhibition, most hits filed as inhibitors; 270,000 tested, 0.23% active; AID 1768; active = well fitted inhibition curve with a large enough effect in the polarisation, with a control signal flat, not every such curve was filed as active; inconclusive = small, poorly fitted or top-dose-only effect, or effect the other way, or a change in a side signal; inactive = no such curve, though single readings can be large or run the other way; the % refers to the polarisation; note: potency is the fitted concentration of half-maximal effect; % of control where 0% means no effect; many of its hits are not listed in these tables
Target sequence (O00255 whole entry, looked up): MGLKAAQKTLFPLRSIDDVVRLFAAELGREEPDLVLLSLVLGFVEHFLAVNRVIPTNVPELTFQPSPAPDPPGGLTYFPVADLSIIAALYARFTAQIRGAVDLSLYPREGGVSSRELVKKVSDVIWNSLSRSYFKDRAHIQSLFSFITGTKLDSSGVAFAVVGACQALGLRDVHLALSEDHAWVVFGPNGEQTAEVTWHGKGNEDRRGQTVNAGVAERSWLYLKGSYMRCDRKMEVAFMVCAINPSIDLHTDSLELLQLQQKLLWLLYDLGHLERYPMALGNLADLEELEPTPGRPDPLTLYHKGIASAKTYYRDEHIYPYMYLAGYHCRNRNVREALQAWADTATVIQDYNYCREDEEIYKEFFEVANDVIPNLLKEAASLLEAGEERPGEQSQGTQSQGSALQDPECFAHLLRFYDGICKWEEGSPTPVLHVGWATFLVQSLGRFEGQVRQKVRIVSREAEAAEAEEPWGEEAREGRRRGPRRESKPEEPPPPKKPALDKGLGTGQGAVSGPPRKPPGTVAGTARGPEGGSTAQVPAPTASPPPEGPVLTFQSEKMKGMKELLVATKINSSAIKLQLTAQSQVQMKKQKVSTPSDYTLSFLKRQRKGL
TSHR antag = human thyrotropin receptor antagonism | P16473 | TSHR-expressing cells, TSH-stimulated cAMP HTRF, 2 h; stronger effect = lower value | activity change, negative = inhibition, % at 11.5 µM | 330,000 tested, 0.2% active | AID 504810;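 active = activity change below a set negative limit, meaning inhibition stronger than a set level, cut at about -70% in these data; inconclusive = activity change between two set negative limits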; note: % is set by controls: 0 for no effect and ±100 for the full control effect
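Competitive HTRF cAMP read-out (cryptate anti-cAMP antibody, cAMP-d2; 30 min, room temperature) in freshly harvested TSHR cells. Compounds added before TSH at EC80 (4nM final), followed by 2 hours' incubation at 37 deg C.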
TCR act = activators of T cell receptors. Potency, µM (doses to about 9.22 µM), inactives show at the top dose activation of IL-2 secretion, hits mostly activators. primary human leukocytes, anti-CD3, IL-2 HTRF, 48 h. 330,000 tested, under 10 active; note: % of control where 0% means no effect
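Primary human leukocytes receive a-CD3 beads and test compound and are incubated 48 hr. Secreted IL-2 is then assayed by HTRF, measuring 665nm acceptor emission after 320nm excitation of the europium donor.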
a7 integrin act = activators of alpha7 integrin expression for muscular dystrophy | alpha7betagal myoblasts, beta-gal FDG fluorescence, 48 h | Potency, µM (series often up to 38.3 µM), inactives show at the top dose activation, most hits filed as activators | 350,000 tested, 0.064% active;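 note: potency is the fitted concentration of half-maximal effect; 100% = response of the positive control SU9516; nearly all actives have a fitted effect of over 60% in size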
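Alpha7betagal+/- myoblasts (passage 13) were plated 16-24 hr, then exposed to compounds (1:260 dilution of DMSO stock) for 48 hours at 37C. After MPER lysis, β-galactosidase reporter activity was read as FDG fluorescence (ex 480/em 540) after 30 minutes.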
AT treatment = potential ataxia-telangiectasia treatment | […] A-T fibroblasts, KAP-1 phosphorylation AlphaLISA; neocarzinostatin DNA damage 30 min before lysis | Potency, µM (titrated, usually from 57.5 µM), for the others: at the top dose activation, actives largely listed as activators | 320,000 tested, 0.19% active; note: potency is the fitted concentration of half-maximal effect; % of control where 0% means no effect; nearly all actives have a fitted effect of over 45% in size
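ATM-like activity read as KAP-1 phosphorylation via AlphaLISA donor/acceptor antibody pairs after lysis and 6 hr at 25C. Cells were ATM-null patient fibroblasts ([…], hTERT), dosed 60 min, then exposed to the DSB inducer NCS for 30 min.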
CXXC DNA block = blocks binding of human MLL CXXC domain to DNA; 290,000 tested, 0.037% active; MLL-CXXC / FITC-HOXA9 DNA fluorescence polarization; Q03164; AID 2662; Potency, µM (series often up to 115 µM), inactives show at the highest dose activity change, negative = inhibition, usual class: inhibitors; active = well fitted inhibition curve with a large enough effect in the polarisation, with a control signal flat, not every such curve was filed as active; inconclusive = small, poorly fitted or top-dose-only effect, or effect the other way, or a change in a side signal; inactive = no such curve, though single readings can be large or run the other way; the % refers to the polarisation; note: potency is the fitted concentration of half-maximal effect
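Purified MLL-CXXC (added from a 7 uM solution) was preincubated 5 min at ambient with pinned compounds in 50 mM Tris-HCl pH 7.5, 50 mM NaCl, 1 mM DTT, 0.05% BSA. Fluorescein-labeled HOX-A9 DNA (50 nM solution) followed, 30 min, then polarization read.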
S-ASM inh = inhibitors of human secretory acid sphingomyelinase. P17405. placental ASM, HMU-PC fluorogenic substrate, 60 min. Potency, µM (top dose mostly 57.5 µM), for the others: top-dose activity change, negative = inhibition, hits mostly inhibitors. 340,000 tested, 0.006% active; note: potency is the fitted concentration of half-maximal effect
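Human placenta-derived ASM preincubated with compound 10 min at room temperature, then reacted with 9 uM (final) fluorogenic HMU-PC substrate for 60 min at 37 C. Stop solution raises pH to 10; fluorescence read at Ex 386/Em 447 nm.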
Mito fusion act = blocks mitochondrial division or promotes mitochondrial fusion. AID 485298. 320,000 tested, 0.23% active. S. cerevisiae fusion-defective mutant growth rescue, CellTiterGlo 48 h. Potency, µM (doses to about 46.1 µM), for inactives: at the top dose growth rescue (activation), hits mostly activators;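 note: potency is the fitted concentration of half-maximal effect; % of control where 0% means no effect; nearly all actives have a fitted effect of over 45% in size; temperature-sensitive fusion mutants such as fzo1-1 at 37 °C on non-fermentable ethanol glycerol medium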
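Temperature-sensitive fusion-defective S. cerevisiae (e.g. fzo1-1, mgm1-5) were grown with compound in YPEG medium (3% ethanol, 3% glycerol) for 48 hours at 37C. Growth rescue was measured as viability by CellTiterGlo luminescence after 10 minutes at ambient.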
* = called active by the depositor; ? = inconclusive; / = not tested or not shown; [ ] = remark or other dose. Unless noted, calls come from the whole dose curve; as a rule, active = well fitted curve in the direction sought with a large enough effect; inconclusive = small, poorly fitted or top-dose-only effect, or another doubt; inactive = no such curve, though single readings can be large; an effect the other way counts as inactive or inconclusive. Not all compounds are listed (hit frequency here may not be typical).

SMILES	MBNL1 CUG block	TSG101-PTAP inh	Menin MLL FP TR	TSHR antag	TCR act	a7 integrin act	AT treatment	CXXC DNA block	S-ASM inh	Mito fusion act
Cc1ccc(C(=O)NC2CCN(C(=O)NCc3ccccc3)CC2)cc1	-5.4%	-3.5%	?	-6.2	-4.3%	-3.3%	-2.3%	5.7%	1.9%	5.9%
Cc1cc(C)cc(C(=O)NCC(=O)OCC(=O)N(C)c2ccccc2)c1	-2.3%	-3.8%	-15.2%	2.5	0.7%	-5.6%	-9.1%	-2.0%	3.6%	1.6%
COc1ccc(/C=N/NC(=O)CCn2cnc(-c3ccccc3)c2-c2ccccc2)cc1OC	-0.1%	-0.7%	9.1%	4.1	2.7%[46.1 µM]	-18.6%	1.2%	-8.6%	-3.9%	-12.5%
Cc1cccc(S(=O)Cc2ccc(C(=O)NC3CCN(Cc4ccccc4)CC3)o2)c1 (stereo not drawn)	-3.1%	-5.0%	/	1.4	4.0%	-19.5%	8.2%	-2.6%	3.9%	-1.7%
O=C(O)C(CCC(C(=O)O)c1ccccc1)c1ccccc1 (stereo not drawn)	/	3.0%	/	/	-0.2%	16.3%	/	/	2.0%	/
C=CCN1C(=O)NC(c2ccc(OC)cc2)(C(F)(F)F)S/C1=C(\C#N)c1nnc(N2CCOCC2)n1-c1ccccc1 (stereo not drawn)	5.1%	12.3%	3.6%	-6.0	1.6%	-4.7%	-4.4%	3.3%	0.4%	-2.9%
O=c1[nH]c2ccc(S(=O)(=O)Nc3ccc(Br)cc3)cc2[nH]1	1.0%	-7.5%	24.9%	7.8	2.4%	28.8%	4.0%	0.0%	-3.4%	2.5%
Cc1ccccc1C(=O)NC(=S)Nc1ccc(N2CCOCC2)cc1	0.6%	-0.3%	4.6%	-3.8	3.5%	2.5%	-3.8%	1.0%	-2.7%	12.5%
CC(C)c1ccc(OCC(=O)NC2CC(C)(C)NC(C)(C)C2)c(Br)c1	0.5%	-1.7%	/	-0.4	2.0%	-42.7%	12.7%	6.1%	0.3%	3.3%
C=CCOc1ccc2nnc(C)n2n1	2.4%[11.5 µM]	-7.5%	-4.3%	13.3	-4.0%[46.1 µM]	-10.8%	1.3%	-2.6%	1.4%	-39.8%[inhibitor]
CCOc1ccccc1CNC(=O)CN1C(=O)CSc2ccc(S(=O)(=O)N3CCOCC3)cc21	-6.8%	-1.9%	/	-9.2	-4.1%	-12.0%	-5.8%	4.1%	3.2%	2.5%
CCOC(=O)c1cnc2c(cnn2C)c1Oc1ccc(OC)cc1	-5.6%	-2.0%	-20.2%	1.1	5.1%	0.0%	0.8%	8.8%	-0.6%	-1.0%
COc1ccc(CNC(=O)Nc2ccc(OC)cc2)cc1	-13.4%	-2.7%	-9.7%	10.9	3.2%	13.7%	-4.4%	4.5%	6.9%	-1.3%
C=CCSc1nc(-c2ccccc2)c(C#N)c(=O)[nH]1	1.6%	-5.1%	8.6%	-14.2	/	5.9%	1.0%	9.0%	3.1%	-1.0%
CC1(C)CC(=O)C2=C(C1)N(Cc1cccnc1)C(=O)C2(NC(=O)C1CC1)C(F)(F)F (stereo not drawn)	3.2%	-6.8%	8.6%	6.7	-4.6%	23.4%	-4.2%	-2.5%	4.1%	5.9%
O=C1Nc2ccc(S(=O)(=O)N3CCOCC3)c3cccc1c23	?	1.4%	-4.1%	/	-4.9%	-2.6%	/	-4.9%	206.3%[activator]	-2.7%
CC(C(=O)OCC(=O)c1ccc(Br)cc1)N1C(=O)C2C3CCC(C3)C2C1=O (stereo not drawn)	-6.7%	-2.8%	/	13.0	3.7%	40.1%	0.4%	0.4%	2.0%	-14.4%
Nc1ccccc1-c1nnn(CC(=O)N2CCCc3ccccc32)n1	-14.5%	-1.5%	-3.4%	-2.2	-4.7%[46.1 µM]	-5.3%	5.0%	6.0%	-1.3%	0.8%
CCCC(C)C(=O)NCc1ccncc1 (stereo not drawn)	2.8%	-5.5%	23.7%	-21.2	1.3%	4.6%	-2.1%	-3.6%	-0.8%	6.1%
Cc1cnc(C(=O)NCc2ccc(Cl)cc2Cl)cn1	-7.1%	-0.6%	8.6%	14.5	-5.3%	20.1%	-10.0%	0.5%	-0.9%	-9.6%
CCC(=O)N1CCc2cc(S(=O)(=O)CCC(=O)Nc3ccc(C)cn3)ccc21	-2.8%	-9.5%	-1.7%	-6.8	-6.0%	-10.1%	4.1%	-0.1%	2.4%	-1.7%
COC(=O)C1=C(C)N(Cc2ccco2)C(=O)N[C@@H]1c1ccccc1	-9.2%	-1.0%	-2.6%	-4.5	-2.6%	5.2%	0.8%	2.9%	-1.4%	2.8%
CC[C@@H](C)[C@H](NC(=O)Cc1c(C)c2cc3c(C)c(C)oc3c(C)c2oc1=O)C(=O)O	-3.9%	-0.4%	-10.1%	1.1	-3.6%	33.1%	-9.8%	10.2%	72.3%[activator]	-8.0%
CC(C)Cc1nc(Cl)c(C#N)c2c1CCCC2	11.5%	-6.4%	6.9%	-0.7	-7.9%[46.1 µM]	0.0%	18.0%	9.1%	-1.4%	4.6%
O=C(COC(=O)c1cc([N+](=O)[O-])ccc1N1CCOCC1)c1ccc(F)cc1	/	-6.0%	/	0.7	/	24.7%	-3.8%	/	-3.9%	-3.1%
CC(=O)Nc1ccc(C2=CC(=O)C[C@H](c3ccc4c(c3)OCO4)C2)cc1	/	-1.7%	/	13.0	-5.7%	5.5%	8.9%	/	3.0%	18.9%
COc1cccc(-c2nc(CS(=O)(=O)CC(=O)NCCCN3CCc4ccccc4C3)c(C)o2)c1	1.6%	-1.5%	1.7%	0.0	1.4%	2.6%	2.2%	10.3%	2.1%	-0.9%
COc1ccc(NC(=O)c2ccc(Cl)c(S(=O)(=O)N3CCc4ccccc4C3)c2)cn1	-11.7%	-8.6%	5.5%	?	5.2%	-11.8%[7.66 µM]	-2.4%	13.1%	-15.3%	?
CCCCn1c(SCC(=O)c2ccc(O)cc2O)nc2cc(S(N)(=O)=O)ccc21	-0.2%	-5.1%	30.0%[activator]	-10.0	7.3%	-2.9%	6.4%	-11.1%	-12.7%	-4.0%
CC1=C(C)CC(C(=O)NCc2ccc3c(c2)OCO3)C(C(=O)O)C1 (stereo not drawn)	-1.9%	-11.7%	-1.1%	4.2	-3.5%	3.4%	/	8.5%	1.5%	-3.3%
CCOc1ccc(C)cc1S(=O)(=O)NC1CCCCCC1	-0.6%	-12.2%	?	-0.9	-12.0%	10.5%	12.9%	4.4%	0.4%	-3.7%
CC1CN(C(=O)c2ccccc2NS(=O)(=O)c2cccc([N+](=O)[O-])c2)CC(C)O1 (stereo not drawn)	/	-3.7%	-5.9%	4.5	-0.6%[46.1 µM]	-1.1%	0.3%	0.5%	2.1%	-4.9%
COc1ccc(O)c(C(=O)CC(=O)c2cccnc2)c1	/	-5.8%	/	/	8.3%	9.6%	/	/	2.8%	/
C=CCn1c(C)cc(C(=O)CSc2nc(N)cc(N)n2)c1C	1.3%	-5.3%	-9.9%	-1.5	3.1%	-5.6%	0.9%	-0.1%	0.2%	-14.7%
O=[N+]([O-])c1cc(/C=N/O)ccc1Oc1ccccc1Cl	?	1.5%	?	-19.2	1.1%	-1.6%	5.5%	11.4%	8.4%	12.3%
CC(C)Oc1ccc(C(=O)N2CCCC2C(=O)O)cc1 (stereo not drawn)	8.4%	-8.8%	-0.8%	0.6	-4.2%	-2.9%	9.7%	0.3%	-1.7%	-0.5%
CC1CCCCN1Cc1c(O)ccc2c(=O)c(-c3nc4ccccc4s3)coc12 (stereo not drawn)	/	-1.9%	/	-5.8	-2.3%	28.5%	-7.0%	1.7%	34.5%	15.2%
COc1cccc(NC(=O)CSc2nnc(COc3ccc4c(c3)CCCC4)o2)c1	-7.8%	-3.5%	13.9%	-8.0	5.1%	30.6%	0.6%	-0.9%	-12.9%	-1.2%
CCc1ccc(S(=O)(=O)Nc2ccccn2)cc1	-6.2%	0.0%	7.6%	7.9	1.4%	-19.4%	-6.7%	-27.0%	3.4%	1.4%
Cc1ccccc1C1CCCN(C(=O)c2cc(COc3c(F)cccc3F)on2)C1 (stereo not drawn)	-4.8%	-3.8%	-3.6%	-7.6	6.9%	-45.2%[inhibitor]	2.6%	3.2%	-1.2%	29.2%

Source: PubChem BioAssay
